Assay outcomes deposited in PubChem by National Center for Advancing Translational Sciences (NCATS).
Lipid storage S3: qHTS Assay for Lipid Storage Modulators in Drosophila S3 Cells; Drosophila S3 cells, BODIPY lipid droplet fluorescence, 18-24 h; cells fed with added oleic acid; Potency in µM for hits, for the others lipid storage change, negative = inhibition, % at the top dose, mostly 46.1 µM; hit rate 0.64% among 320,000; AID 2685; active means well fitted inhibition curve with a large enough effect in the signal ratio, with a control signal flat, not every such curve was filed as active; inconclusive means small, poorly fitted or top-dose-only effect, or effect the other way, or a change in a side signal; the % refers to the signal ratio
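Drosophila S3 cells got compounds at several concentrations plus oleic acid (400 uM solution). Laser-scanning cytometry with 488 nm excitation read lipid droplets at 500-530 nm and cells at 575-640 nm. Percent activity was relative to 20 uM Triacsin C.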
Lipid storage S3 cell count max: second read-out of Lipid storage S3, no call of its own (marks repeat the call); cell number change, %; measured here: cell count max response;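 cells counted by Cell Tracker Red CMTPX staining in the red channel; peak over a dose series mostly up to 46.1 µM; percent activity relative to internal control wells on each plate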
* hit, by the source's call; i = inactive; ? = inconclusive; . = not tested or not shown; [ ] = another dose, or the depositor's remark. On the % scale 0 is the no-effect control and ±100 the full control effect; potency means the concentration at half of the fitted maximal effect.

SMILES	Lipid storage S3	Lipid storage S3 cell count max
COC(=O)c1c(C)nc(C)c(C(=O)OC)c1-c1cccs1	1%	11
COc1ccc(CN2C(=O)c3cccnc3C2=O)cc1S(=O)(=O)N1CCCCC1C (stereo not given)	?	.
COC(=O)c1ccc(CNC(=O)COC(=O)c2ccc(N(C)C)cc2)cc1	?	.
O=C(C1CCN(c2ncnc3c2nc2n3CCCCC2)CC1)N1CCN(c2cccc(Cl)c2)CC1	i	-14
O=S(=O)(NC1CCN(Cc2ccccc2)CC1)c1cccc(S(=O)(=O)N2CCOCC2)c1	-8%	.
CC(C)N1CCC(N2CCN(C/C=C/c3ccc(F)cc3)CC2CCO)CC1 (stereo not given)	-9%	-5
COC/C=C/C1=CC2=CC(=O)C(C)(OC(=O)c3cnc4ccccc4n3)C(=O)C2=CN1C1CCCCC1 (stereo not given)	?	.
O=C1COc2ccc(C(=O)COC(=O)c3sc4ccccc4c3Cl)cc2N1	?	.
CN(CC(=O)NCc1ccccn1)S(=O)(=O)c1ccc(Cl)cc1	?	.
COc1cccc(N2CCN(CC(=O)N3CCN(S(=O)(=O)c4ccc(Cl)cc4)CC3)CC2)c1	?	.
C=CCn1c(SCC2=C(C(=O)OCC)C(C)NC(=O)N2)nnc1C1CCCCC1 (stereo not given)	-23%	-27
COc1nc(N(c2ccccc2)c2ccccc2)nc(-n2ccnc2)n1	?	.
COc1ccccc1N1CCN(S(=O)(=O)c2cc(C)sc2C)CC1	?	.
O=C(NCCNc1ccc(Cl)cc1[N+](=O)[O-])c1cccnc1	?	.
Cc1ccccc1-c1nc(CS(=O)(=O)CC(=O)NCCCN2CCOCC2)c(C)o1	?	.
O=C(NCc1ccc2c(c1)OCO2)c1nc(Cn2cc([N+](=O)[O-])cn2)no1	?	.
CC(C)n1cc(CN2CCC(n3nccc3NC(=O)CCCc3ccccc3)CC2)cn1	i	21
CC1CCCC/C1=N\NC(=S)Nc1cccnc1 (stereo not given)	?	.
CC(C)NC(=O)NC(=O)COC(=O)Cc1ccsc1	-7%	6
O=C(NCCCNC(=O)c1ccc(Cl)cc1Cl)c1ccccn1	?	.
CCN(CC)S(=O)(=O)c1cccc(C(=O)N[C@H](C(=O)NNC(=O)c2ccccc2)C(C)C)c1	0%	-6
CCc1cc(=O)oc2c3c(cc(OCC(=O)Nc4cccnc4)c12)OC(C)(C)CC3	?	.
Cc1cccc(C(=O)Nc2sc3c(c2C#N)CCCCC3)c1	-3%	-20
COC(=O)c1sc(S(=O)(=O)NCC(=O)O)c(C(=O)OC)c1C	?	.
COc1ccc(CC(=S)N2CCOCC2)cc1OC	-23%	-3
CC1CCN(S(=O)(=O)c2ccc(S(=O)(=O)N3CCCC3)cc2)CC1	-30%	15
Cc1ccccc1NC(=S)N(CCN(C)C)C(C)c1ccccn1 (stereo not given)	0%	10
Cc1cccc(N2C(=O)CC(N3CCN(Cc4ccc(Cl)cc4)CC3)C2=O)c1 (stereo not given)	i	18
Cc1ccc(-c2cn3cccc(C)c3n2)cc1	0%	9
O=[N+]([O-])c1ccc(/C=N/Nc2nc(N3CCCCC3)nc(N3CCCCC3)n2)o1	i	17
Cc1ccccc1NC(=O)C(=O)NNC(=O)COc1ccc2ccccc2c1	?	.
COc1ccc(Br)cc1/C=N/NC(=O)c1ccco1	2%	19
COc1ccc(C)cc1NC(=O)CC(NC(C)=O)c1ccccc1 (stereo not given)	?	.
CCN(CC)c1ccc(NC(=O)CN2CCN(c3ccc(F)cc3)CC2)cc1	?	.
CCN(CC)CCCNC(=O)c1cc(-c2ccc(Cl)c(Cl)c2)on1	14%	3
CCN(CCCNC(=O)CNC(=O)Cn1cnc2ccccc2c1=O)c1cccc(C)c1	?	.
O=C(c1cc2cc([N+](=O)[O-])ccc2s1)N1CCCCC1	?	.
CC1(C)CC2CC(C)(CN2C(=O)COC(=O)c2ccc(Cl)c(N)c2)C1 (stereo not given)	-1%	7
Cc1cc(C)cc(N(C(C)C(=O)NC2CCCC2)S(C)(=O)=O)c1 (stereo not given)	?	.
CCN(CC(=O)NCc1ccccn1)S(=O)(=O)c1ccc(OC)cc1	?	.
O=S(=O)(N/N=C/c1cccc(OC2CSC2)c1)c1ccccc1	2%	6
COc1cc2c(cc1OC)C(C)N(S(=O)(=O)c1cn(C)cn1)CC2 (stereo not given)	?	.
COc1cc(CC(=O)OCC(=O)N2CCCCC2C)cc(OC)c1OC (stereo not given)	?	.
N#Cc1c(N)n[nH]c1-c1cc2c([nH]1)CCCC2	1%	-17
COC(=O)c1ccc(C(=O)OC)c(NC(=S)N2CCN(C)CC2)c1	6%	.

Ordered by length of the SMILES (rising): 6 of the compounds above.
SMILES	Lipid storage S3	Lipid storage S3 cell count max
COc1ccc(Br)cc1/C=N/NC(=O)c1ccco1	2%	19
O=S(=O)(N/N=C/c1cccc(OC2CSC2)c1)c1ccccc1	2%	6
CCN(CC(=O)NCc1ccccn1)S(=O)(=O)c1ccc(OC)cc1	?	.
COC(=O)c1ccc(C(=O)OC)c(NC(=S)N2CCN(C)CC2)c1	6%	.
COc1cc2c(cc1OC)C(C)N(S(=O)(=O)c1cn(C)cn1)CC2 (stereo not given)	?	.
CCN(CC)c1ccc(NC(=O)CN2CCN(c3ccc(F)cc3)CC2)cc1	?	.

Next structures.
SMILES	Lipid storage S3	Lipid storage S3 cell count max
O=C(CCCc1ccccc1)NCc1ccc2c(c1)OCO2	?	.
O=C(CSc1nc2nccnc2c(=O)n1Cc1cccs1)Nc1ccccc1	-30%	.
CCc1noc(C)c1C(=O)NNC(=O)COc1ccccc1C	?	.
Cc1oc(-c2cccs2)nc1CN1CC[C@@](O)(c2ccccc2)[C@H]2CCCC[C@@H]21	?	.
CC(=O)Nc1ccc(OC(=O)Cc2ccc(Cl)cc2)cc1	?	.
COc1ccc(Cl)cc1C(=O)C1CCCN(Cc2cnc(N3CCOCC3)s2)C1 (stereo not given)	5%	5
CC(NC(=O)CNC(=O)OCc1ccccc1)C(=O)N1CC(O)CC1C(=O)OCc1ccccc1 (stereo not given)	?	.
CCOC(=O)N(C)c1ccc(C(O)(C(F)(F)F)C(F)(F)F)cc1	?	.
CCc1noc(C)c1C(=O)OCC(=O)N(CC)c1c(N)n(Cc2ccccc2)c(=O)[nH]c1=O	-10%	-1
CC[N+](CC)(CC)CCC(O)(c1ccccc1)C1CCCCC1 (stereo not given)	4%	-1
Cc1cccc(-c2c3c(=O)n(C)c(=O)n(C)c3cn2C(C)C)c1	?	.
Cc1cc(OCCN2CCCC2)ccc1[N+](=O)[O-]	?	.
COCCCNCC#CCOc1ccc(OC)cc1	?	.
Cc1cccnc1NC(=O)Nc1cccs1	?	.
O=C(CCNc1ccc(F)c(Cl)c1)c1ccco1	15%	-4

Entries of single compounds as entered above. Screens in order: Lipid storage S3 | Lipid storage S3 cell count max
Cc1oc(-c2cccs2)nc1CN1CC[C@@](O)(c2ccccc2)[C@H]2CCCC[C@@H]21 in the list: ? | .
CC(=O)Nc1ccc(OC(=O)Cc2ccc(Cl)cc2)cc1 in the list: ? | .
CCOC(=O)N(C)c1ccc(C(O)(C(F)(F)F)C(F)(F)F)cc1 in the list: ? | .

Following part
SMILES	Lipid storage S3	Lipid storage S3 cell count max
C=CCc1cc(Cl)ccc1OCCOCCN(C)C	-16%	2
COC(=O)c1ccc(COn2c(=O)c(C)[n+]([O-])c3ccccc32)cc1	0%	2
COC(=O)C(NC(=O)c1ccc(C)cc1)(Nc1cccc(C)n1)C(F)(F)F (stereo not given)	11%	-2
Cc1cc(C)c2c(N)c(C(=O)c3ccc(Br)cc3)oc2n1	-3%	-13
Cc1cc(C(=O)C(C)OC(=O)c2ccc(NC(=O)CC#N)cc2)c(C)n1-c1ccc(OC(F)F)cc1 (stereo not given)	?	.
CCOC(=O)CSc1ncnc2c(C(=O)OCC)c3n(c12)CCC3	?	.
CC(C)C(=O)Nc1nnc(CCN2CCOCC2)s1	?	.
CCOC(=O)N1CCN(C(=O)c2ccc3c(Cl)c4c(nc3c2)CCCC4)CC1	i	.
O=C(NCc1ccccc1)/C(=C\c1ccc(O)cc1)NC(=O)c1ccco1	14%	7
COc1ccc(C(=O)NC(=S)Nc2ccc(CN3CCCCC3)cc2)cc1Cl	7%	14
CCOC(=O)c1cccc(NC(=O)CSc2nncn2-c2ccccn2)c1	?	.
COC(=O)c1cccc(S(=O)(=O)N2CCN(c3nc4ccccc4s3)CC2)c1	?	.
O=c1c2cc3ccccc3n2cnn1Cc1ccccc1F	?	.
O=C(Nc1cccc(Cl)c1)c1cnccn1	-17%	4
O=C1c2cccc(OCC(=O)N3CCCc4ccccc43)c2CCN1Cc1ccccc1	?	.

Overlap with the part before: 4 compounds, followed by the next part.
SMILES	Lipid storage S3	Lipid storage S3 cell count max
COC(=O)c1cccc(S(=O)(=O)N2CCN(c3nc4ccccc4s3)CC2)c1	?	.
O=c1c2cc3ccccc3n2cnn1Cc1ccccc1F	?	.
O=C(Nc1cccc(Cl)c1)c1cnccn1	-17%	4
O=C1c2cccc(OCC(=O)N3CCCc4ccccc43)c2CCN1Cc1ccccc1	?	.
CC(=O)c1sc(NC(=O)C2CCN(C(=O)c3ccccc3C)CC2)nc1-c1ccccc1	21%	.
Cc1ccc(NC(=O)c2ccc(F)c(S(=O)(=O)N3CCOCC3)c2)cc1F	11%	-12
O=C(Cc1ccc([N+](=O)[O-])cc1)N1CCCCCC1	7%	3
Cc1cc(F)ccc1NCc1cccnc1	10%	-8
COc1ccc2nc(Nc3nc(CSc4nnc(C)s4)cc(=O)[nH]3)nc(C)c2c1	?	.
COc1ccc2c(c1)CC/C(=C\C=C\c1ccccc1)C2=O	9%	-2
Cc1cc(C)c[n+](-c2nc3ccccc3nc2[N-]S(=O)(=O)c2ccc(Cl)cc2)c1	8%	-4
Cc1cc(C)n2ncc(C(=O)NCc3ccc(Cl)cc3)c2n1	?	.
CC(C)CN(C(=O)CN1CCN(S(=O)(=O)c2ccc3ccccc3c2)CC1)c1c(N)n(CC(C)C)c(=O)[nH]c1=O	?	.
Cc1cnccc1CNC(=O)C1CCC(=O)N(Cc2ccc(Cl)cc2)C1 (stereo not given)	i	.
COc1ccc(Cl)cc1N(C)C(=O)CCc1nc(-c2ccc(C)cc2)no1	?	.
Cc1ccccc1NC(=S)NC(NC(=O)c1ccco1)C(Cl)(Cl)Cl (stereo not given)	11%	5
Cc1cc(=O)oc2cc(OC(C(=O)O)c3ccccc3)ccc12 (stereo not given)	?	.
Cc1nsc2nc3c(F)c(F)c(F)c(F)c3cc12	?	.
Nc1nc(Nc2ccccc2)n[nH]1	?	.
CCOc1ccccc1CN1CCNC(=O)C1CC(=O)N(C)CCc1ccccn1 (stereo not given)	i	16
Cc1cccc(NC(=O)C2CCN(S(=O)(=O)c3cccc4cccnc34)CC2)c1	-5%[9.22 µM]	0
CCOc1ccc(NC(=S)N(CCN2CCOCC2)Cc2cc3cc4c(cc3[nH]c2=O)OCCO4)cc1	6%	22
CC(=O)N1CCc2cc(Br)cc(S(=O)(=O)NCCN3CCCCC3C)c21 (stereo not given)	0%	-1
O=C(COC(=O)/C=C/c1ccc(S(=O)(=O)N2CCOCC2)cc1)NCc1ccc(Cl)cc1	-13%	-16
Cc1noc(C)c1S(=O)(=O)N1CCCC(C(=O)Nc2cccnc2)C1 (stereo not given)	11%	-10
COc1ccc(C(=O)N/C(=C\c2cc(OC)c(OC)cc2[N+](=O)[O-])C(=O)NCCO)cc1	0%	-1
CC(C)(C)c1ccc(-c2nnc3sc(-c4ccncc4)nn23)cc1	?	.
CC(=O)OCC(=O)[C@H]1CC[C@H]2[C@@H]3CCC4=CC(=O)CC[C@]4(C)[C@H]3CC[C@]12C	?	.
O=C(Nc1ccccc1C(F)(F)F)c1cc(S(=O)(=O)N2CCOCC2)ccc1F	9%	8
CCN(CC(=O)Nc1ccc(NC(C)=O)cc1)C(=O)Cc1ccc(Cl)c(Cl)c1	i	-12
Cc1ccc(CN2CCN(Cc3cn[nH]c3-c3cccc(F)c3)CC2CCO)o1 (stereo not given)	3%	-5
O=C(Nc1ccccc1)c1cccc(N2CCCC2=O)c1	?	.
COCCNC(=O)CSC1=N/C(=C/c2ccc(Cl)c(Cl)c2)C(=O)N1c1ccccc1F	?	.
Cc1ccc(S(=O)(=O)CCC(=O)NCc2ccc(Cl)cc2)cc1	-6%	-11
CCCC(=O)n1nc(-c2cccnc2)nc1NCc1cccs1	0%	-30
COc1nc(-c2ccccc2)c2cc(C)ccc2n1	?	.
c1ccc(Cn2c(Nn3cnnc3)nc3ccccc32)cc1	i	-1
Cc1ccccc1NC(=O)c1cccc(C(=O)Nc2ccccc2C)n1	8.2µM*	-26*
Cn1c(=O)n(C)c2cc(S(=O)(=O)N3CCOCC3)ccc21	2%	-7
Cc1ccc(C)c(/C=C2\CCn3c2nc2cc(C(=O)O)ccc2c3=O)c1	-1%	7
CCN1CCCC1CN(Cc1cc2cc(C)ccc2[nH]c1=O)C(=O)Nc1ccccc1OC (stereo not given)	?	.
CCCCn1c(N)c(N(CCOC)C(=O)c2ccc(S(=O)(=O)N3CCC(C)CC3)cc2)c(=O)[nH]c1=O	?	.
CC1CCN(CC(O)Cn2c3ccccc3c3ccccc32)CC1 (stereo not given)	?	.

The list is partial. The share of hits here may be higher or lower than overall.
